HCMV inh – inhibitors of human cytomegalovirus | 4.5% of 410,000 active | HFF cells, HCMV-luciferase reporter, 72 h; active compounds read low | activity change, negative = inhibition, % at 57.5 µM; in the data active means activity change below about -60%; inconclusive means no clear call, values can overlap the other calls; inactive means above about -39%
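Human foreskin fibroblasts infected with luciferase-reporter HCMV at MOI 1 PFU/cell, compounds at two doses. Luciferase measured 72 h post infection; normalized to buffer-only basal and Salinomycin (10uM) controls.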
AmpC detergent – inhibitors of E. coli AmpC beta-lactamase with detergent; P00811; 0.041% of 370,000 active; AmpC hydrolysis of nitrocefin, absorbance 480 nm, 0.01% Triton; Potency, µM (series often up to 114 µM), inactives show top-dose activity change, negative = inhibition, usual class: inhibitors;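 further: potency means the concentration at half of the fitted maximal effect; 0% = no-compound wells and -100% = no-enzyme wells; nearly all actives have a fitted effect of over 25% in size; some results filed as inactive show a strong effect at the top dose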
Target sequence (P00811 whole entry, looked up): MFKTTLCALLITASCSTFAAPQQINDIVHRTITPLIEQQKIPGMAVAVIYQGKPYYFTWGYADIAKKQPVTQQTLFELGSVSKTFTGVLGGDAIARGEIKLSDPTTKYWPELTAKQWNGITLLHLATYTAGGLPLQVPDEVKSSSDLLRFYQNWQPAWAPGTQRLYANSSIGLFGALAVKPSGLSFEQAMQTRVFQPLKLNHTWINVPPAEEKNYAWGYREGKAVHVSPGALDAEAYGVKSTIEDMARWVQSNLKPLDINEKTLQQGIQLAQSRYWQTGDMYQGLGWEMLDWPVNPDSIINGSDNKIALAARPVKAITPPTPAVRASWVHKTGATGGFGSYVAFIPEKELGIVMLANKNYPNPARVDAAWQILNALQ
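20 mM phosphate pH 7.0 + 0.01% (detergent screen) or 0.0001% Triton X-100; 5.3 nM AmpC reagent; cpd preinc 15 min RT; nitrocefin (800 uM stock) to start; A480 q20 s × 4 min; Activity was normalised to no-enzyme and no-compound control wells.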
LmPK inh – blocks Leishmania mexicana pyruvate kinase activity. 0.37% of 290,000 active. Q27686. purified LmPK, Kinase-Glo ATP luminescence, 1 h. Potency, µM (highest dose often 57.5 µM), for the others: top-dose activity change, negative = inhibition, hits mostly inhibitors. AID 1721; further: potency means the concentration at half of the fitted maximal effect
Target sequence (Q27686 whole entry, looked up): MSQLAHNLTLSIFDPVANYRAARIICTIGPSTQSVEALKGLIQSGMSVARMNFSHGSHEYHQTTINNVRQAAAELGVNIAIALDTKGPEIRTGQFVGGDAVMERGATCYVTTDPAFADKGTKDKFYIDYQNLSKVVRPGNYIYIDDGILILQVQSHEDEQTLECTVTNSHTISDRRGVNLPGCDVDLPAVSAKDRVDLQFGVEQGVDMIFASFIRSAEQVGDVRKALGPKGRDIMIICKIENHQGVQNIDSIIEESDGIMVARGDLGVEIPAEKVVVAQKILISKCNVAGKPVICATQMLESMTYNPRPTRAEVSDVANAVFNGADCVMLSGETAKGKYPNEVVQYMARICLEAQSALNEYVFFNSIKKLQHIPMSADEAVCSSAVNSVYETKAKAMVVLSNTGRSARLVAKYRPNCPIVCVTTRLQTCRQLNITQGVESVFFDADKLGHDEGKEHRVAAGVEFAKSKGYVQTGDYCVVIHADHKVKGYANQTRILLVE
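In 50 mM imidazole pH 7.2 with 7 mM MgCl2, LmPK (0.1 nM) turned over PEP (0.5 mM) and ADP (0.1 mM) for 1 h at room temperature. Luciferase read-out of ATP.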
Sm TGR inh – S. mansoni TGR enzyme inhibition | purified TGR, DTNB reduction, TNB absorbance 405 nm | Potency, µM (titrated, usually from 114 µM), for inactives: top-dose activity change, negative = inhibition, most hits filed as inhibitors | 3% of 360,000 active | AID 485364; further: potency means the concentration at half of the fitted maximal effect; nearly all actives have a fitted effect of over 60% in size
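First, TGR (20 nM dispensed) and NADPH were mixed with compound. Second, a 15 min room-temperature incubation followed. Third, further NADPH and then DTNB were added to start the reaction. Finally, TNB absorbance was monitored kinetically.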
AmpC no deterg – inhibitors of E. coli AmpC beta-lactamase without detergent; P00811; AmpC nitrocefin hydrolysis, absorbance 480 nm, 0.0001% Triton; Potency, µM (series often up to 57.1 µM), inactives show at the top dose activity change, negative = inhibition, actives largely listed as inhibitors; 0.52% of 330,000 active; AID 485341;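 further: potency means the concentration at half of the fitted maximal effect; plate controls were no compound for no effect and no enzyme for full effect; nearly all actives have a fitted effect of over 20% in size; some results filed as inactive show a strong effect at the top dose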
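AmpC (5.3 nM in the dispensed reagent) in 20 mM phosphate pH 7.0 with 0.01% (detergent screen) or 0.0001% Triton X-100 was preincubated with compounds for 15 min at room temperature. Nitrocefin was then added from an 800 uM solution, and hydrolysis was followed at 480 nm.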
AMA1 RON2 block – inhibitors of Plasmodium falciparum AMA1-RON2 interaction | AlphaScreen AMA1-biotinylated RON2 peptide binding | Potency, µM (top dose mostly 58.2 µM), without a hit: at the highest dose activity change, negative = inhibition, most hits filed as inhibitors | 0.2% of 360,000 active;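 further: potency means the concentration at half of the fitted maximal effect; 0% = vehicle wells and -100% = peptide control; nearly all actives have a fitted effect of over 45% in size; some results filed as inactive show a strong effect at the top dose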
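AMA1 (3D7) with his tag at 25 nM final met compounds first, then biotinylated RON2 peptide at 25 nM; detection used donor plus acceptor beads, 10 µg/mL apiece, read by AlphaScreen after 30 min at room temperature.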
TbPYK inhibitor – T. brucei pyruvate kinase inhibition; 0.12% of 410,000 active; Potency, µM (highest dose often 76.8 µM), for inactives: at the highest dose activity, negative = inhibition, usual class: inhibitors; TbPYK enzyme, Kinase-Glo Plus ATP luminescence, 45 min; Q57TT1; further: potency means the concentration at half of the fitted maximal effect; nearly all actives have a fitted effect of over 50% in size
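Glycolytic pyruvate kinase of T. brucei was incubated with substrate, test compound and 130 uM ADP for 45 minutes at room temperature. Luminescent Kinase-Glo Plus signal was measured after 10 minutes.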
Active calls of the source: *; ? = inconclusive; · = no result given; & = joins results of further samples; [ ] = dose if it differs, or a comment. Unless noted, the call rests on the fitted dose curve; in most records, active means well fitted curve in the direction sought with a large enough effect; inconclusive means small, poorly fitted or top-dose-only effect, or another doubt; inactive means no such curve, though single readings can be large; an effect the other way counts as inactive or inconclusive. Unless noted, on the % scale 0 is the no-effect control and ±100 the full control effect.

smiles	HCMV inh	AmpC detergent	LmPK inh	Sm TGR inh	AmpC no deterg	AMA1 RON2 block	TbPYK inhibitor
CN(C)c1ccc(CNC(=O)Cn2c(=O)oc3cc(S(=O)(=O)N4CCCCCC4)ccc32)cc1	0	-10%	·	-12%	·	·	4%[15.4 µM]
Cc1ccc(S(=O)(=O)N(C)Cc2cc3ccccc3[nH]c2=O)cc1	-38	1%	1%	-20%	-24%	37%[activator]	5%
COc1ccc(CCNS(=O)(=O)CCNC(=O)c2ccc(OC)cc2)cc1	-4	-6%	·	2%	-6%	2%	-1%
OC(CN1CCN(c2ccccc2Cl)CC1)c1ccccc1 (stereo not drawn)	22	?	4%	2%	-16%	0%	12%
Cc1ccc(C2C(C(=O)c3sc(-c4ccccc4)nc3C)=C(O)C(=O)N2CCN(C)C)o1 (stereo not drawn)	46	·	·	·	·	7%	2%
Cc1cccc(NC(=O)c2c(F)c(F)c(F)c(F)c2F)c1	-17	4%	-1%	-2%	-14%	-16%	1%
O=C(CSc1nc2ccccc2s1)NCCOc1ccccc1	7	10%	0%	-22%	-13%	17%	-1%
Cc1cccc(C(c2sc3nc(-c4ccco4)nn3c2O)N2CCN(Cc3ccccc3)CC2)c1 (stereo not drawn)	70	12%	·	1%	·	·	1%
Cn1cccc1C1CCCN1CC(=O)Nc1c(Cl)cc(Cl)cc1Cl (stereo not drawn)	-4	·	·	·	11%	13%	1%
CCOC(=O)C1(Cc2ccccc2C)CCCN(C(=O)CSC)C1 (stereo not drawn)	23	·	·	·	·	4%	9%
CC(C)(C)c1ccc(OCCn2nc(C(=O)O)c3ccccc3c2=O)cc1	61	-8%	6%	-2%	-13%	27%	2%
Cc1ccc(CN2CCSc3ccc(C(=O)NCc4ccco4)cc32)cc1	?	9%	-3%	-3%	-34%	-29%	2%
O=C(CSc1n[nH]c(-c2ccccc2Br)n1)NCCN1C(=O)CSC1=O	7	0%	2%	-12%	-10%	8%	-10%
COc1cc2c(cc1OC)C1O[C@](CCCCN3C(=O)c4ccccc4C3=O)(C2)OC2=C1C(=O)OC1(CCCCC1)C2	·	-10%[22.9 µM]	-8%[11.5 µM]	4.5µM*	-6%[11.4 µM]	·	·
COC(=O)C1=C(CS(=O)(=O)c2cc(OC)ccc2OC)NC(=O)NC1c1ccc(O)c(OC)c1 (stereo not drawn)	-2	-12%	4%	1%	-13%	-5%	0%
COc1cc(SC)ccc1C(=O)N1CCN(c2ccccc2OC)CC1	-29	4%	3%	·	106%[activator]	15%	3%
Fc1ccc(-n2ncc3c(SCc4cccnc4)ncnc32)cc1	-38	0%	-2%	3%	-21%	40%[activator]	-8%
Cc1ccc(C)c(NC(=O)CSc2ncc3c(n2)-c2ccccc2N(Cc2ccccc2C)S3(=O)=O)c1	4	5%	·	5%	·	·	-6%
COc1ccc(NC(=S)Nc2cccc(C(C)=O)c2)cc1OC	1	4%	-1%	?	-5%[2.29 µM]	7%	-1%
Cc1cccc(-c2noc(CNC(=O)c3ccco3)n2)c1	-30&-23	-6%&16%	1%	-10%&9%	-21%	2%	-12%&0%
CC(C)(C)C(=O)NC(=S)Nc1ccccc1C(=O)NC1CCCCC1	-1	1%	4%	-13%	-14%	-2%	1%
CC(C)CNC(=S)N1CCC(NC(=O)c2ccco2)CC1	19	-6%	-1%	-5%	-19%	21%	-2%
CCOc1cc(C#N)c(NC(=O)c2ccco2)cc1OCC	-31	-10%	0%	7%	5%	-14%	-1%
O=C(NCc1ccc(Cl)cc1)c1ccc(Cn2cc(C(F)(F)F)ccc2=O)cc1	-10	-18%	1%	5%	23%	5%	-5%
CC1CN(C2CCCCC2)C(=O)NC1=O (stereo not drawn)	-26	·	·	·	·	0%	0%
O=C(Oc1cccc(-n2cnnn2)c1)C1CCCCC1	-2	?	-4%	-19%	-11%	-6%	·
CC1CCN(C(=O)CSc2nncn2-c2ccccn2)CC1	40	?	-4%	1%	0%	20%	·
CC(C)(C)OC(=O)C[C@@H]1C/C=C\C[C@H](CC(=O)NCCO)C(=O)N[C@H](Cc2ccccc2)COC1=O	10	·	·	·	211%[activator]	-3%	4%
COCCn1c(SCC(=O)NCC2CCCO2)nc2c([nH]c3ccccc32)c1=O (stereo not drawn)	1	?	-3%	-3%	3%	-14%	-8%
O=C(CSc1nc2ccccc2o1)Nc1nc2ccccc2s1	29	-13%	-9%	4%	-25%	24%	-1%
COc1cc(Cl)c(CC(=O)c2c[nH]c3ccccc23)cc1OC	28	-6%	0%	-4%	-24%	24%	-1%
O=C(NCc1nnc(SCC(=O)N2CCCc3ccccc32)n1-c1ccccc1)c1cccc2ccccc12	-13	-9%	-1%	-2%	69%[activator]	-1%[2.32 µM]	-3%
CCc1nn(CCCC(=O)N2CCN(c3cc(Cl)ccc3C)CC2)c(=O)c2cc3occc3n12	-29	-6%	·	-4%	·	·	-2%
CCN(c1ccccc1C(=O)O)S(=O)(=O)c1ccc2[nH]c(=O)[nH]c2c1	-9	-5%	-8%	-13%	-13%	-6%	0%
COc1ccc(NC(=O)CSc2nc(C)cs2)cc1OC	-9	-3%	7%	64%[activator]	-5%	-5%	-4%
C#CCOCCOCCOCCNc1nc(N2CCN(C(=O)[C@H](CCC(=O)O)n3cc([C@@H](N)CC(N)=O)nn3)CC2)nc(N2CCN(C(=O)[C@H](CCC(=O)O)n3cc([C@@H](N)CC(N)=O)nn3)CC2)n1	-17	·	·	·	-17%	-5%	0%
O=C(Nc1nnc([C@H]2C[C@H](O)[C@@H](CO)O2)s1)c1ccccc1F	5	·	·	·	·	1%	-3%
CCCn1c(N)c(C(=O)CSc2nc(C3CC3)n(-c3ccccc3)n2)c(=O)[nH]c1=O	-30	·	·	·	-6%	15%	6%
Cc1cccc(Cn2cccc(C(=O)Nc3nc4ccccc4s3)c2=O)c1	-6	4%	·	32%	·	·	0%
C#CCN1C=CC(=O)[C@@H](OC(=O)NCCC)[C@H]1c1ccccc1Br	4	·	·	·	·	2%	-3%
S=C(NCCCn1ccnc1)Nc1cccc(Cl)c1	-4	-1%	1%	?	-24%	-3%	-18%
O=C(COC(=O)CC1CC2CCC1C2)Nc1ccc(F)cc1Cl (stereo not drawn)	-28	·	·	·	-3%	5%	-14%
COc1ccc(Cl)cc1C(=O)Nc1ccc(OCC(=O)N2CCOCC2)cc1	7	2%	0%	-7%	72%[activator]	9%	-8%
CCOc1cc(S(=O)(=O)n2c(C)nc3ccccc32)ccc1F	19	-14%	3%	45%[activator]	-4%	2%	9%
CN(Cc1c(C(=O)N/N=C/c2ccc(F)cc2)nnn1-c1nonc1N)C1CCCCC1	0	-8%	7%	-11%	-24%	8%	9%
Cc1cnc2ccc(F)cc2c1	9	·	·	·	·	43%[activator]	-8%
COc1ccc(Br)cc1S(=O)(=O)Nc1cccc(C)n1	81	-3%	-6%	2%[57.1 µM]	-12%	23%	1%
Cc1ccc(S(=O)(=O)c2cnc(SCC(=O)Nc3ccc4c(c3)OCCO4)[nH]c2=O)cc1Cl	-3	1%	·	-1%	·	·	7%
Cc1ccc(CC(=O)Nc2ccc(S(=O)(=O)Nc3ncccn3)cc2)cc1	28	?	0%	0%	-21%	-3%	-1%
Cc1cccc(Nc2nnc(-n3nc(C)cc3C)c3ccccc23)c1	98	8%	·	-1%	·	·	-3%
Cc1cc(C)cc(Nc2c(F)c(F)c(F)c(F)c2C(=O)O)c1	-2	0%	11%	3%	-21%	-4%	-10%
COc1ccc(CNC(=O)c2ccc(-c3cnn(C)c3)c3ccoc23)cc1OC	32	·	·	·	·	-5%	0%
COC(=O)C1=C(c2ccc(OC(F)(F)F)cc2)C[C@@H]2CC[C@H]1N2C(=O)NC1Cc2ccccc2C1	-28	3%	·	10%	36%	-6%	?
CCc1c(C)nc2c(C)cccc2c1SCCC#N	-27	-3%	4%	-20%	3%	-1%	-16%
O=C(N/N=C/c1ccc2c(c1)OCO2)c1ccc(Cl)cc1Cl	20	-8%	4%	0%	-50%	0%	-5%
COc1ccc2c(c1)c(=O)oc1c(C)c(OCC(=O)N3CCc4ccccc4C3)ccc12	-18	-10%	-3%	-22%	-15%	9%	1%
COC(=O)c1[nH]c(C)c(/C(O)=C2\C(=O)C(=O)N(CCN3CCOCC3)C2c2ccccc2OC)c1C (stereo not drawn)	-4	-18%	-1%	-5%	-9%	-7%	-9%
C/C(CC(=O)Nc1ccc2c(c1)OCCO2)=N\NC(=O)COc1ccc(C)cc1Br	2	-6%	-11%	-3%	30%	45%[activator]	15%
CC(C)NCC(O)COc1ccc2c(c1)CCC2 (stereo not drawn)	-11	6%	0%	6%	-7%	15%	-2%
NC(Cc1c[nH]c2ccccc12)C(=O)Nc1ccccc1 (stereo not drawn)	79	·	·	·	·	-4%	-1%

(further entries)
smiles	HCMV inh	AmpC detergent	LmPK inh	Sm TGR inh	AmpC no deterg	AMA1 RON2 block	TbPYK inhibitor
CCOc1ccc(S(=O)(=O)N(CC(=O)N/N=C/c2ccc(-c3ccc([N+](=O)[O-])cc3)o2)c2ccccc2)cc1	15	-5%	0%	-26%	13µM*	-16%	-2%
C=CC[C@@H](CC(=O)N(CCO)Cc1ccccc1)C(=O)NCCOC(=O)[C@H](CC=C)CC(=O)OC(C)(C)C	12	·	·	·	263%[activator]	0%	-1%
CCOC(=O)c1sc2nc(C)nc(NCCc3ccccn3)c2c1C	-15	-5%	4%	4%	104%[activator]	-1%	-18%
COc1ccc(CCNC(=O)C2CCN(C(=O)c3ccc(Cl)cc3)CC2)cc1OC	-28	0%	5%	4%	58%	-2%	5%
CCN1CCN(c2nc3c(c(=O)[nH]c(=O)n3C)n2CCSc2nc3ccccc3s2)CC1	33	-2%	-1%	-26%	47%	-2%	-1%

Full records as entered above.
Record of `CCOC(=O)c1sc2nc(C)nc(NCCc3ccccn3)c2c1C` = HCMV inh: -15; AmpC detergent: -5%; LmPK inh: 4%; Sm TGR inh: 4%; AmpC no deterg: 104%[activator]; AMA1 RON2 block: -1%; TbPYK inhibitor: -18%
Record of `CCN1CCN(c2nc3c(c(=O)[nH]c(=O)n3C)n2CCSc2nc3ccccc3s2)CC1` = HCMV inh: 33; AmpC detergent: -2%; LmPK inh: -1%; Sm TGR inh: -26%; AmpC no deterg: 47%; AMA1 RON2 block: -2%; TbPYK inhibitor: -1%
